# C2C12 statin = suppressors of simvastatin-induced myotoxicity in C2C12 myotubes; ATP luminescence, 48 h; scaled: DMSO 0, geranylgeraniol control 100; rescue of ATP level, % at 7.49 µM; hit rate 0.78% among 330,000; AID 602340;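 active = mean ATP rescue above about 67%, or every replicate alone reaching that limit, limit read from the data, passing the limit was not always enough; inconclusive = no clear call, values can overlap the other calls; inactive = mean under the limit and some replicate under it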;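 also: myotubes were challenged with 10 µM simvastatin during compound exposure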
# FN deposit inh = fibronectin deposition inhibition; AID 743247; hit rate 0.086% among 350,000; AH1F fibroblasts, Alexa488-fibronectin deposition fluorescence, overnight; inhibition, % at 12.6 µM;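 active = mean inhibition across replicates of 30% or more, regardless of how many single replicates reach that level; inconclusive = mean under 30% yet at least half of replicates reach 30%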;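 also: positive control wells lacked labelled fibronectin entirely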
#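 material = AH1F fibroblast monolayer depositing Alexa488-labelled fibronectin into matrix | amount = 10000 AH1F cells/well | buffer or medium = DMEM plus 2% serum, read in PBS | incubation = 1 h cell adhesion before compound, then overnight fibronectin incubation | detection = fluorescence at 485 nm excitation, 525 nm emission | evaluation = percent inhibition as loss of matrix-bound fibronectin fluorescence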
# esBAF inh = SWI/SNF esBAF complex inhibition; reporter increase, % at 12.5 µM; AID 602393; mouse ES cells, Bmi1-luciferase knock-in reporter, 24 h; 100% = twice the neutral-well signal; hit rate 2% among 350,000; in the data active = activation above about 40%; inconclusive = no clear call, values can overlap the other calls;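 also: 0% = median of the plate's neutral control wells and 100% = double that signal; a rise in the Bmi1 reporter signal indicates esBAF inhibition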
# SIRT5 inh = inhibitors of human sirtuin-5 desuccinylase; Q9NXA8; Purified SirT5, succinyl-peptide AMC, trypsin-coupled fluorescence; inhibition, % at 15 µM; hit rate 1.1% among 330,000; in the data active = inhibition above about 15%; inconclusive = no clear call, values can overlap the other calls
# Target sequence (Q9NXA8 whole entry, looked up): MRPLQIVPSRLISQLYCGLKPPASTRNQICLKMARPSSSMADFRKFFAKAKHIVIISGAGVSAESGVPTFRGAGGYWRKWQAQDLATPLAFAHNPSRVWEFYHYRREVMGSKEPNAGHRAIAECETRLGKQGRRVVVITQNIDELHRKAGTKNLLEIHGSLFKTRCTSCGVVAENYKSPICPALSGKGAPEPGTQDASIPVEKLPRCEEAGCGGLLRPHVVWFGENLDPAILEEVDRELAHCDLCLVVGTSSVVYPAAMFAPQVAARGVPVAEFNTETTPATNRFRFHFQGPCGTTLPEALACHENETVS
# CASP6 VEID inh = blocks human caspase-6 cleavage activity. hit rate 0.53% among 350,000. AID 686996. purified caspase-6, Z-VEID-R110 cleavage fluorescence. inhibition, % at 12.5 µM. P55212;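 active = mean inhibition across replicates at least about 35%, with every replicate also reaching that limit, limit read from the data; inconclusive = only one of the two criteria met; inactive = neither criterion met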;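 also: 0% = median of neutral control wells and 100% = no fluorescence left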
# Target sequence (P55212 24-179 limits assumed): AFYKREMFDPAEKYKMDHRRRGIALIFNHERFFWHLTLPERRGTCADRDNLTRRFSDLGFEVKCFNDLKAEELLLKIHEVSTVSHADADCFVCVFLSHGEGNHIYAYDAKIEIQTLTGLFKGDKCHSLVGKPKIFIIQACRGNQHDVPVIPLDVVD
# Target sequence (P55212 194-293 limits assumed): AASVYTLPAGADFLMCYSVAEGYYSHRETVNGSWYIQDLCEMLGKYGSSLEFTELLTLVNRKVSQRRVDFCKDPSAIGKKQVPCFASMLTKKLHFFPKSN
# LGR2 inh = inhibitors of bursicon-induced Drosophila LGR2 receptor cAMP signaling; AID 720647; HEK293 LGR2, CRE-luciferase, bursicon-stimulated, 4 h; inhibition, % at 9.99 µM; hit rate 0.35% among 380,000;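 active = drop in luminescence signal, shown as inhibition above about 50% in the replicate tests, limit read from the data, passing the limit was not always enough; inconclusive = probably only some replicates passing the limit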;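 also: agonist challenge used bursicon conditioned medium at about half maximal strength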
# S100A4 inh HTS = blocks human S100A4 binding to myosin IIA peptide; P26447; S100A4/TAMRA-MyoIIA peptide fluorescence polarization; inhibition, % at 10.7 µM; hit rate 0.14% among 360,000; AID 652163;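 active = mean inhibition of at least 70% across replicates, with every replicate also reaching that level; inconclusive = mean inhibition reaches 70% but some replicates fall short; inactive = mean inhibition below 70%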
# Target sequence (P26447 whole entry, looked up): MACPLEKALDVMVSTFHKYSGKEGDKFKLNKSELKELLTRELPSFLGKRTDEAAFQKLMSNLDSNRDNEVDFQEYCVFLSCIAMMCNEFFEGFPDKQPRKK
#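 incubation = readout 5 min after mixing, signal stable up to 60 min | system = S100A4 monomer protein | buffer or medium = HEPES pH 7.2 with CaCl2, KCl, NaCl, DTT, Triton | benchmarks = neutral control DMSO, positive control TFP | also added = fluorescent myosin IIA peptide, 5 nM | compound dosing = one concentration per compound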
# Active calls of the source: *; ? = inconclusive; · = not tested or not shown. This is a subset (hit frequency here may not be typical).
1	C=CCn1c(SCC(=O)Nc2sccc2C(N)=O)nc2ccccc2c1=O
2	Cc1c(C(=O)NC2CC(C)(C)NC(C)(C)C2)oc2c(Cl)cccc12
3	Cc1ccc(S(=O)(=O)Nc2cccc3c2O[C@@H](CN(C)Cc2ccc(-c4ccccc4)cc2)[C@@H](C)CN([C@@H](C)CO)C3=O)cc1
4	NCCCC[C@H]1CN=C(N)N1CCC12CC3CC(CC(C3)C1)C2
5	O=C(Nc1ccccn1)c1ccc2c(c1)OCCO2
6	CSc1nc(S(=O)(=O)c2ccc(C)cc2)c(N2CCOCC2)s1
7	CCOC(=O)N1CCN(Cc2nc3c(c(=O)n(C)c(=O)n3C)n2Cc2ccc(F)cc2)CC1
8	COC(=O)c1sccc1NC(=O)Cc1ccc(Br)cc1
screen / no.,1,2,3,4,5,6,7,8
FN deposit inh,·,13,·,2,-2,-16,-3,11
LGR2 inh,-14,12,-15,-9,-12,4,15,-23
CASP6 VEID inh,·,-7,-3,-33,2,-1,-1,·
S100A4 inh HTS,·,6,5,0,3,9,-4,·
esBAF inh,10,3,-3,12,-14,8,11,2
SIRT5 inh,·,-3,5,·,-4,·,0,·
C2C12 statin,-19,-11,25,7,-8,5,-8,-8

9	COC(=O)[C@@H]1[C@@H](CO)[C@@H]2Cn3c(ccc(-c4ccc(F)cc4)c3=O)[C@@H]2N1S(C)(=O)=O
10	CC(C(O)c1cc(=O)c(OCc2ccccc2)co1)[N+](=O)[O-] (stereo not drawn)
11	O=C(Cc1ccc(Cl)cc1)NNC(=S)NC(=O)c1cccnc1
12	CCCn1c(N)c(N(CCOC)C(=O)c2cc(C)cc(C)c2)c(=O)[nH]c1=O
13	COc1ccc(C(=O)COC(=O)CCNS(=O)(=O)c2ccccc2)c(OC)c1
14	Cn1c(-c2cccc(F)c2)nc2c1c(=O)[nH]c(=O)n2Cc1ccccc1
15	Cc1ccc(NC(=O)CSc2nnc(C3CC3)n2N)cc1S(=O)(=O)N1CCOCC1
16	CCC1S/C(=N/N=C/c2ccco2)N(Cc2ccccc2)C1=O (stereo not drawn)
screen / no.,9,10,11,12,13,14,15,16
FN deposit inh,·,-6,1,4,15,4,-1,4
LGR2 inh,10,11,23,-3,13,-19,23,·
CASP6 VEID inh,0,4,0,-2,10,2,-2,6
S100A4 inh HTS,-1,-12,2,-11,-2,-1,0,8
esBAF inh,-3,·,·,-2,1,-4,·,·
SIRT5 inh,-7,-7,-1,-1,2,-7,1,-2
C2C12 statin,-21,·,·,-1,-11,2,·,·

# As entered above:
# compound 9 in C2C12 statin = -21
# compound 12 in S100A4 inh HTS = -11
# compound 16 in CASP6 VEID inh = 6
# compound 11 in FN deposit inh = 1
# compound 10 in LGR2 inh = 11

# Next structures follow.
17	CCOC(=O)c1c(C)[nH]c(C(=O)COC(=O)COc2ccccc2C)c1C
18	COc1ccc(C)c2sc(N(CCN(C)C)C(=O)c3cccc(N4C(=O)CCC4=O)c3)nc12
19	Cn1cnc(S(=O)(=O)N[C@@H]2CC[C@H](CC(=O)N3CCN(c4ccccc4)CC3)O[C@H]2CO)c1
20	CCCN1C(=O)c2n[nH]c(C)c2C1c1ccc(Br)cc1 (stereo not drawn)
21	Cc1noc(C)c1S(=O)(=O)Nc1ccc2c(c1)C(=O)N([C@@H](C)CO)C[C@H](C)[C@@H](CN(C)Cc1ccncc1)OCCCC[C@H](C)O2
22	O=C(CC[C@H]1O[C@@H](n2cnc3c(NC(=O)c4ccccc4)ncnc32)[C@H](O)[C@@H]1O)NCc1ccc(OC(F)(F)F)cc1
23	O=C(CNS(=O)(=O)c1ccccc1)NCc1ccco1
24	C[C@H]1CN([C@@H](C)CO)C(=O)c2cc(NC(=O)Nc3cccc4ccccc34)ccc2O[C@H]1CN(C)C(=O)Nc1ccc2c(c1)OCO2
screen / no.,17,18,19,20,21,22,23,24
FN deposit inh,·,-3,-5,-3,·,-7,-2,·
LGR2 inh,-6,7,-14,4,4,6,6,-17
CASP6 VEID inh,0,-15,2,0,2,1,4,-4
S100A4 inh HTS,4,-6,-4,-9,-11,-1,-2,-9
esBAF inh,-5,·,0,·,-8,-3,-1,-4
SIRT5 inh,1,14,2,1,-1,-4,-4,4
C2C12 statin,-2,·,-15,·,·,-2,12,-23

# 7 entries picked at random from the list so far, as already listed:
20	CCCN1C(=O)c2n[nH]c(C)c2C1c1ccc(Br)cc1 (stereo not drawn)
23	O=C(CNS(=O)(=O)c1ccccc1)NCc1ccco1
17	CCOC(=O)c1c(C)[nH]c(C(=O)COC(=O)COc2ccccc2C)c1C
22	O=C(CC[C@H]1O[C@@H](n2cnc3c(NC(=O)c4ccccc4)ncnc32)[C@H](O)[C@@H]1O)NCc1ccc(OC(F)(F)F)cc1
18	COc1ccc(C)c2sc(N(CCN(C)C)C(=O)c3cccc(N4C(=O)CCC4=O)c3)nc12
21	Cc1noc(C)c1S(=O)(=O)Nc1ccc2c(c1)C(=O)N([C@@H](C)CO)C[C@H](C)[C@@H](CN(C)Cc1ccncc1)OCCCC[C@H](C)O2
19	Cn1cnc(S(=O)(=O)N[C@@H]2CC[C@H](CC(=O)N3CCN(c4ccccc4)CC3)O[C@H]2CO)c1
screen / no.,20,23,17,22,18,21,19
FN deposit inh,-3,-2,·,-7,-3,·,-5
LGR2 inh,4,6,-6,6,7,4,-14
CASP6 VEID inh,0,4,0,1,-15,2,2
S100A4 inh HTS,-9,-2,4,-1,-6,-11,-4
esBAF inh,·,-1,-5,-3,·,-8,0
SIRT5 inh,1,-4,1,-4,14,-1,2
C2C12 statin,·,12,-2,-2,·,·,-15

# The listing continues:
25	Cc1ccc(-n2cc(CN3CCN(Cc4nccn4C)CC3)c(-c3cccc(C)c3)n2)cc1
26	CCCNC(=O)C[C@@H]1CC[C@H]2[C@@H](COC[C@H](O)CN2C(=O)C2CCOCC2)O1
27	COC(=O)c1cn(C(=O)c2cccc(Br)c2)c2ccccc12
28	O=C(N[C@@H]1CC[C@H](CCn2cc(-c3ccccn3)nn2)O[C@H]1CO)c1ccncc1
29	Cc1ccc(NC(=O)Cn2sc3nc(C)cc(C)c3c2=O)c(Cl)c1
30	O=C(COc1ccccc1)N1CCN(c2nnc(-c3ccccc3)c3ccccc23)CC1
31	COc1ccccc1CN1[C@@H](CO)[C@@H]2c3ccccc3N(C(=O)C3CCCCC3)C[C@@H]21
32	O=C(CN1C(=O)NC2(CCCCCC2)C1=O)N1CCN(c2ccc(F)cc2)CC1
screen / no.,25,26,27,28,29,30,31,32
FN deposit inh,-2,-2,19,-4,10,2,·,3
LGR2 inh,-6,0,-12,4,-6,·,5,3
CASP6 VEID inh,-2,0,0,3,-3,·,0,3
S100A4 inh HTS,3,-84,11,-6,-2,·,4,-29
esBAF inh,11,0,6,1,·,8,-5,-10
SIRT5 inh,2,0,-2,0,0,·,0,2
C2C12 statin,1,-3,2,-2,·,79*,25,6

33	CC(C)C[C@@H](CO)N1CCN(Cc2ccc(Br)cc2)CCC1=O
34	COc1ccc(-c2ccc(NS(=O)(=O)c3ccc([N+](=O)[O-])cc3)cc2)nn1
35	NC(=O)c1ccccc1NC(=O)CSc1cn[nH]n1
36	CCN(CC)S(=O)(=O)c1cccc(C(=O)Nc2cc3oc4ccccc4c3cc2OC)c1
37	CC1(C(=O)O)CCC(C(=O)Nc2ccc(Cl)c(Cl)c2)C1(C)C (stereo not drawn)
38	Cc1cc(NC(=O)c2ccccc2F)nc2c1c(=O)oc1ccccc12
39	Cc1ccc(OCC(O)CNS(=O)(=O)c2ccccc2C(=O)N2CCCCC2)cc1 (stereo not drawn)
40	CC(C)COP(=O)(c1ccc(N(C)C)cc1)C(O)c1ccc(N(C)C)cc1 (stereo not drawn)
screen / no.,33,34,35,36,37,38,39,40
FN deposit inh,-1,-13,-4,-5,-1,-2,8,-6
LGR2 inh,3,·,2,11,-5,·,·,4
CASP6 VEID inh,·,2,2,-3,-2,-4,·,5
S100A4 inh HTS,-4,3,-3,3,12,3,·,-10
esBAF inh,9,-11,-8,·,-7,0,8,12
SIRT5 inh,·,-1,-2,-7,5,-7,·,2
C2C12 statin,-14,8,0,·,10,-35,10,1

# The final 4 entries of the part before come first, to join the parts:
37	CC1(C(=O)O)CCC(C(=O)Nc2ccc(Cl)c(Cl)c2)C1(C)C (stereo not drawn)
38	Cc1cc(NC(=O)c2ccccc2F)nc2c1c(=O)oc1ccccc12
39	Cc1ccc(OCC(O)CNS(=O)(=O)c2ccccc2C(=O)N2CCCCC2)cc1 (stereo not drawn)
40	CC(C)COP(=O)(c1ccc(N(C)C)cc1)C(O)c1ccc(N(C)C)cc1 (stereo not drawn)
41	CCOc1c2ccccc2nn1CCO
42	O=C(COC(=O)c1cc2c(s1)CCC2)Nc1ccc(F)cc1
43	COCC(=O)N(C)C[C@H]1Oc2cc(C#CCN(C)C)ccc2S(=O)(=O)N([C@@H](C)CO)C[C@H]1C
44	Cc1cc(C(C)(C)C)cc(C)c1C[n+]1ccc2ccccc2c1
45	COc1ccc(CCn2c(=S)[nH]c3ccc(N4CCOCC4)cc3c2=O)cc1OC
46	Cc1cc(Cl)ccc1OCC(=O)N/N=C/c1ccncc1
47	O=C(Cc1n[nH]c(=O)[nH]c1=O)N/N=C/c1cccc(Cl)c1
48	C[C@H]1CN([C@@H](C)CO)C(=O)CCCn2nncc2CO[C@H]1CN(C)Cc1cccc2c1OCCCO2
screen / no.,37,38,39,40,41,42,43,44,45,46,47,48
FN deposit inh,-1,-2,8,-6,12,·,10,-2,·,15,3,3
LGR2 inh,-5,·,·,4,-7,-1,-7,5,8,-3,-9,-9
CASP6 VEID inh,-2,-4,·,5,4,14,-2,-9,·,-3,1,-2
S100A4 inh HTS,12,3,·,-10,0,3,112*,1,15,-1,0,-8
esBAF inh,-7,0,8,12,-4,·,-2,-15,-5,-11,-3,3
SIRT5 inh,5,-7,·,2,·,-2,-3,0,-2,-2,-1,-6
C2C12 statin,10,-35,10,1,5,·,2,-282,-18,5,6,-2

49	O=C(COC(=O)CCc1ccc(S(=O)(=O)N2CCOCC2)cc1)NC1CCCC1
50	C[C@H]1CN([C@@H](C)CO)C(=O)c2cc(NS(=O)(=O)c3cn(C)cn3)ccc2O[C@@H]1CN(C)Cc1ccncc1
51	CN(C)CCN(C)Cc1ccccc1Sc1cccc2ccccc12
52	CC(=O)c1c(C)[nH]c(C(=O)OCC(=O)N2CCc3ccccc32)c1C
53	COc1cc(Cl)ccc1OCc1cc(C(=O)N[C@H]2CCCCNC2=O)no1
54	Cc1nn(C)c(Cl)c1CN1CCCC(CO)(Cc2ccccc2)C1 (stereo not drawn)
55	COc1cccc(C2CC(c3ccc(NS(C)(=O)=O)cc3)=NN2C(=O)c2ccccc2)c1OC (stereo not drawn)
screen / no.,49,50,51,52,53,54,55
FN deposit inh,12,·,7,-3,1,4,-9
LGR2 inh,·,-9,26,·,-11,11,25
CASP6 VEID inh,-1,5,-2,·,1,0,3
S100A4 inh HTS,0,-14,2,·,-1,-7,-4
esBAF inh,·,1,-5,54*,?,·,·
SIRT5 inh,2,10,-5,·,-5,-2,1
C2C12 statin,·,20,-28,3,-10,·,·

# From PubChem BioAssay
